GLP-1R agonist – qHTS of GLP-1 Receptor Agonists; 380,000 compounds, 0.007% hits; Potency, µM (titrated, usually from 45.6 µM), inactives show at the highest dose activation, actives largely listed as activators; Glucagon-like peptide 1 receptor (Homo sapiens), P43220; AID 624172, 2012; HEK293 GLP-1R CRE-luciferase, luminescence, 4-6 h; cells express a hypersensitive GLP-1R form; note: potency is the fitted concentration of half-maximal effect; % of control where 0% means no effect
Target sequence (P43220 whole entry, looked up): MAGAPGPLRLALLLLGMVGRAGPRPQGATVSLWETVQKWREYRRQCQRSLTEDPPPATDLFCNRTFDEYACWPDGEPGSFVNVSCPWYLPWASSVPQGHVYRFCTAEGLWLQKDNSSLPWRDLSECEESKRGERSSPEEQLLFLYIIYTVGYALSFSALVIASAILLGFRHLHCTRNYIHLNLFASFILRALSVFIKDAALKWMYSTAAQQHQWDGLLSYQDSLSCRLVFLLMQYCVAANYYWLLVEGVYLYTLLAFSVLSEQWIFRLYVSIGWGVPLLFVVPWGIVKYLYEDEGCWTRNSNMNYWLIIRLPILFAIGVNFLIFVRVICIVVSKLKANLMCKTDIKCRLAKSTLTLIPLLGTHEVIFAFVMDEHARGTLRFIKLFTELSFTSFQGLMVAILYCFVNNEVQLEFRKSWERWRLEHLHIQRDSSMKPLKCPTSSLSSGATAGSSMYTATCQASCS
KB-3-1 cytotox – qHTS assay for MDR1-selective chemotherapeutics: Primary screen using the parental adenocarcinoma cell KB-3-1; KB-3-1 viability, CellTiter-Glo ATP luminescence, 72 h; Potency, µM (doses to about 46.1 µM), for inactives: at the highest dose activity change, negative = cytotoxic, hits mostly cytotoxic; 400,000 compounds, 1.4% hits; note: potency is the fitted concentration of half-maximal effect; % is set by controls: 0 for no effect and ±100 for the full control effect; nearly all actives have a fitted effect of over 60% in size
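Luminescent ATP read-out (CellTiter-Glo) measures survival of drug-naive KB-3-1 cells after 72 h compound exposure at 37 °C. Titration series was screened from lowest to highest concentration, with DMSO vehicle plates as background controls.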
DRD3 antagonist – qHTS of D3 Dopamine Receptor Antagonist: qHTS; D(3) dopamine receptor (Homo sapiens), P35462; D3R cells, DiscoveRx beta-arrestin luminescence, antagonist mode; active compounds read low; max response, negative = inhibition, %; 360,000 compounds, 2.5% hits; in the data active = max response below about -50%; inconclusive = no clear call, values can overlap the other calls; note: % is set by controls: 0 for no effect and ±100 for the full control effect; mostly tested at two doses, the higher about 12 µM
Target sequence (P35462 whole entry, looked up): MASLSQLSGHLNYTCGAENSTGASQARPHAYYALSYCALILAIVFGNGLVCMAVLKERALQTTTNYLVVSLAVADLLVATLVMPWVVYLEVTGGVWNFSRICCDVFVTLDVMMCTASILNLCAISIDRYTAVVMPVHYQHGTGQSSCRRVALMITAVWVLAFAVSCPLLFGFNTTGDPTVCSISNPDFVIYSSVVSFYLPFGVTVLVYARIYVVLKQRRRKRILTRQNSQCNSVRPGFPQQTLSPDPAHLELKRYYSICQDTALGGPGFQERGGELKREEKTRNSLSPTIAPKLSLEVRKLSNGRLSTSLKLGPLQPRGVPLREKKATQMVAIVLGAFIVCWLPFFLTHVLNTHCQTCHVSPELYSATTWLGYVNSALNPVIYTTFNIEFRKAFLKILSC
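Cells expressing the human receptor were seeded at 1500 cells/well, incubated overnight at 37 degrees C in 5% CO2, then exposed to library compounds with dopamine controls for 90 minutes at 37 degrees C before luminescent detection.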
IL-1B inflam inh – qHTS for Inhibitors of Inflammasome Signaling: IL-1-beta AlphaLISA Primary Screen; 360,000 compounds, 4.7% hits; AID 743279, 2014; THP-1 LPS/ATP IL-1B secretion, AlphaLISA, 16 h; active compounds read low; activity change, % at 57.5 µM; in the data active = activity change below about -50%; inconclusive = mostly about -30% to -49%; note: % is set by controls: 0 for no effect and ±100 for the full control effect
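Secreted IL-1B measured by AlphaLISA bead assay after 16 h compound exposure of THP-1 cells; compounds (final up to 57.5 uM) added 1 h before LPS (250 ng/mL) and ATP (1.25 mM) stimulation; lower signal means less secretion.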
SW480 rereplic – A quantitative high throughput screen for small molecules that induce DNA re-replication in SW480 colon adenocarcinoma cells; SW480 DNA re-replication, Hoechst DNA content imaging, 48 h; Potency, µM (highest dose often 46.1 µM), without a hit: at the top dose re-replication activation, actives largely listed as activators; 340,000 compounds, 1.8% hits; AID 624297, 2012; note: potency is the fitted concentration of half-maximal effect; % of control where 0% means no effect; nearly all actives have a fitted effect of over 55% in size
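Per well, 250 cells were exposed to pinned compound for 48 hr. Nuclear DNA was visualised with Hoechst (40 min, 37 C) and total object intensity recorded by fluorescence scanning.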
KB-V1 cytotox – qHTS assay for MDR1-selective chemotherapeutics: Primary screen using the drug-selected MDR subline cells KB-V1; KB-V1 MDR cells viability, CellTiter-Glo, 72 h; Potency, µM (series often up to 46.1 µM), for inactives: at the highest dose activity change, negative = cytotoxicity, usual class: cytotoxic; 400,000 compounds, 3.4% hits; AID 1347076, 2019; note: potency is the fitted concentration of half-maximal effect; % is set by controls: 0 for no effect and ±100 for the full control effect; nearly all actives have a fitted effect of over 60% in size
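KB-V1 MDR subline cells in DMEM (phenol-red free, 10% FBS) exposed to compounds in qHTS concentration series for 72 h at 37 degrees C. Viability read by CellTiter-Glo luminescence; concentration-effect curves fitted after normalization and correction.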
HT1080-NT tox – qHTS for induction of synthetic lethality in tumor cells producing 2HG: qHTS for the HT-1080-NT fibrosarcoma cell line | HT-1080-NT fibrosarcoma viability, CellTiter-Glo ATP luminescence, 48 h | Potency, µM (series often up to 46.1 µM), without a hit: top-dose activity, negative = less viability, usual class: cytotoxic | 360,000 compounds, 1.6% hits;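 note: NT is the 2HG producing partner of a matched IDH1 knockdown line; potency is the fitted concentration of half-maximal effect; 0% = DMSO-treated cells and -100% = media-only wells without cells; nearly all actives have a fitted effect of over 55% in size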
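Fibrosarcoma NT cells, 750 per well in 5% FBS RPMI, were exposed to compound for 48 hours. Viability: CellTiter-Glo luminescence.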
HT1080 IDH1KD tx – qHTS for induction of synthetic lethality in tumor cells producing 2HG: qHTS for the HT-1080-IDH1KD cell line; HT-1080 IDH1 knockdown viability, ATP luminescence, 48 h; Potency, µM (highest dose often 46.1 µM), for the others: at the highest dose activity, negative = toxicity, actives largely listed as cytotoxic; 360,000 compounds, 2% hits;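 note: potency is the fitted concentration of half-maximal effect; 0% = DMSO wells and -100% = cell-free medium wells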
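In this qHTS, HT-1080 cells depleted of IDH1 are exposed for 48 h at 37 °C to compound titrations. Toxicity is scored from CellTiter-Glo luminescence, with DMSO as full viability and medium alone as none.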
DRD3 agonist – qHTS of D3 Dopamine Receptor Agonist: qHTS. D3R DiscoveRx beta-arrestin cells, luminescence, 90 min. 410,000 compounds, 0.58% hits. max activation, %. D(3) dopamine receptor (Homo sapiens), P35462; in the data active = max activation above about 30%; note: 0% is about no effect; mostly tested at two doses, the higher about 12 µM
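Agonist-mode cell screen: cells plated at 1500/well and incubated overnight at 37 °C, then exposed to library compounds for 90 min at 37 °C. Detection reagent was added for 30–60 min at room temperature, and luminescence was read.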
Starred values were filed as active, the others as inactive; u = inconclusive; x = not tested or not shown; & = joins results of further samples; [ ] = remark or other dose. Unless noted, calls come from the whole dose curve; as a rule, active = well fitted curve in the direction sought with a large enough effect; inconclusive = small, poorly fitted or top-dose-only effect, or another doubt; inactive = no such curve, though single readings can be large; an effect the other way counts as inactive or inconclusive. Compounds as they come, and some 12% of all compounds hit somewhere here.

smiles | GLP-1R agonist | KB-3-1 cytotox | DRD3 antagonist | IL-1B inflam inh | SW480 rereplic | KB-V1 cytotox | HT1080-NT tox | HT1080 IDH1KD tx | DRD3 agonist
CC(C(=O)Nc1ccc2c(c1)OCCO2)N(c1ccccc1)S(C)(=O)=O (configuration not stated) | 2% | 17% | 7 | -9 | -22% | -13% | 7% | 5% | -11
OC1(c2ccc(F)cc2)CSC(=Nc2cccnc2)N1Cc1ccco1 (configuration not stated) | 8% | -11% | 10 | -5 | -4% | u | -6% | -18% | 1
COc1ccc(OCCCC(=O)NCC(C)C)cc1 | -3% | 3% | 17 | -4 | -2% | 1% | 10% | 9% | -1
CN1CCN(CCCNC(=O)c2cc3c(-c4ccc(Cl)cc4)nn(C)c3s2)CC1 | 1% | -24% | 5 | u | 12% | 15% | u | -24% | 2
Cc1c(CC(=O)O)c(=O)oc2cc(OCc3ccc(Br)cc3)ccc12 | 4% | -2% | -9 | 2 | 2% | 12% | -7% | -1% | 4
CCCc1cc(CN(C)C(=O)c2ccc(OC3CCN(C(C)=O)CC3)c(OC)c2)[nH]n1 | 0% | -10% | 11 | 13 | x | 21% | 2% | 2% | -2
O=C(Nc1cccc(S(=O)(=O)N2CCCC2)c1)c1ccc2ccccc2n1 | 1% | u | 17 | u | -6% | -9% | -15% | -3% | 7
Cc1noc(C)c1COc1ccc(C(=O)N2CCN(c3ccccc3F)CC2)cc1 | 4% | 8% | 4 | -4 | -16% | -21% | 6% | -1% | 3
CO/N=C(\Cn1ncc(NC2CCCCC2)c(Br)c1=O)c1ccc(Cl)cc1 | -2% | -4% | 22 | -5 | -2% | u | -17% | -23% | 5
Cc1ccc(-c2nc3ccsc3c(=O)o2)cc1 | -4% | -3% | u | 69 | -2% | 4% | 0% | -2% | -3
CCC(C)C(NC(N)=O)C(=O)Nc1ccc(C(=O)OC)cc1 (configuration not stated) | 9% | 12% | -2 | -2 | -9% | u | 0% | 12% | 8
N#CC1=C(N)NC(SCc2ccc(F)cc2)=C(C#N)C12CCCCC2 | -12% | 23µM* | 30 | -9 | u | u | 21µM* | 23µM* | 4

(continued)
smiles | GLP-1R agonist | KB-3-1 cytotox | DRD3 antagonist | IL-1B inflam inh | SW480 rereplic | KB-V1 cytotox | HT1080-NT tox | HT1080 IDH1KD tx | DRD3 agonist
COc1cccc(C(=O)C2CCCN(C(=O)CCC3=NNC(=O)CC3)C2)c1 (configuration not stated) | 3% | -15% | -9 | -5 | -6% | -3% | -3% | -3% | 2
CSc1nc(Oc2ccc(=O)n(C)n2)nc(N(C)C)n1 | 12% | 3% | 23 | 10 | -6% | 18% | 1% | -2% | 2
O=C(Nc1ccccc1Cl)c1ccc2c(c1)N(Cc1ccc(F)cc1)C(=O)CS2=O (configuration not stated) | -6% | 1% | 7 | -6 | -3%&-4% | 6% | -1% | 4% | 1
COC(=O)Nc1nc2c(s1)CCCC2 | 11% | 10% | 30 | -1 | -8% | -16% | 6% | -1% | 13
CCC(O)(c1ccc(OC)cc1)C(CN1CCOCC1)c1ccccc1 (configuration not stated) | -6% | 0% | -2 | 3 | -61%[inhibitor] | -18% | 4% | -2% | -10
COc1cc(/C=N/NC(=O)c2ccccc2)ccc1O | -4% | -3% | -3 | 0 | 1% | 7% | 1% | -2% | -1
O=C(CN1C(=O)c2ccccc2S1(=O)=O)NCCSCc1ccco1 | 19% | -6% | u | 41 | 6% | -2% | -4% | -28% | -3
NC(=O)c1ccccc1NC(=O)COc1ccc2c(c1)OCO2 | 21% | -20% | 0 | -23 | u | -3% | -8% | -11% | 0
c1ccc2c(c1)nc(NCCN1CCOCC1)c1nncn12 | -1% | 26% | 33 | 19 | -5% | 0% | 15% | 4% | -1
Cn1c(=O)[nH]c(=O)c2c1nc(N1CCOCC1)n2CCN1CCOCC1 | -4% | 8% | 9 | 0 | -5% | 22% | 3% | 3% | 6
Cc1ccc(NC(=O)CSc2nnc(-c3ccccn3)n2N)c(Br)c1 | 9% | 8% | -4 | -14 | 15% | -2% | 14% | 11% | -5
CCCCN(CCCC)CC(O)CN(c1cc([N+](=O)[O-])ccc1OC)S(=O)(=O)c1ccccc1 (configuration not stated) | -17% | u | u | x | u | 2.6µM* | u | u | -19

Entries of single compounds, quoted from the list.
COc1cccc(C(=O)C2CCCN(C(=O)CCC3=NNC(=O)CC3)C2)c1 (configuration not stated) is listed as GLP-1R agonist = 3%; KB-3-1 cytotox = -15%; DRD3 antagonist = -9; IL-1B inflam inh = -5; SW480 rereplic = -6%; KB-V1 cytotox = -3%; HT1080-NT tox = -3%; HT1080 IDH1KD tx = -3%; DRD3 agonist = 2
Cc1ccc(NC(=O)CSc2nnc(-c3ccccn3)n2N)c(Br)c1 is listed as GLP-1R agonist = 9%; KB-3-1 cytotox = 8%; DRD3 antagonist = -4; IL-1B inflam inh = -14; SW480 rereplic = 15%; KB-V1 cytotox = -2%; HT1080-NT tox = 14%; HT1080 IDH1KD tx = 11%; DRD3 agonist = -5
COc1cc(/C=N/NC(=O)c2ccccc2)ccc1O is listed as GLP-1R agonist = -4%; KB-3-1 cytotox = -3%; DRD3 antagonist = -3; IL-1B inflam inh = 0; SW480 rereplic = 1%; KB-V1 cytotox = 7%; HT1080-NT tox = 1%; HT1080 IDH1KD tx = -2%; DRD3 agonist = -1

(more compounds)
Order of results – GLP-1R agonist, KB-3-1 cytotox, DRD3 antagonist, IL-1B inflam inh, SW480 rereplic, KB-V1 cytotox, HT1080-NT tox, HT1080 IDH1KD tx, DRD3 agonist
> CC(=O)Nc1ccc(Nc2cc(N3CCOCC3)c3nonc3c2[N+](=O)[O-])cc1
 : 21%, u, -3, 1, 27%, -10%, -10%, -7%, -12
> CC1=C(C)CC(C(=O)NNC(=O)c2ccccc2O)C(C(=O)O)C1 (configuration not stated)
 : -15%, 0%, 18, 49, 3%, u, -10%, -13%, 0
> Cc1cccc(NC(=S)NC(=O)c2ccc(-c3ccccc3)cc2)n1
 : 21%, 9%, -9, 36, -3%, 1%, -11%, -19%, -11
> O=C1Nc2ccccc2N(O)N1c1cc(-c2ccccc2)[nH]n1
 : -4%, 10%, 5, 1, -8%, 2%, 5%, 4%, 5
> COCCCN1C(=O)C(CC(=O)NC(c2ccccc2)c2ccccc2)CC(C(=O)N2CCCCCC2)=C1C (configuration not stated)
 : -1%, 3%, u, -1, x, u, 17%, 1%, 2
> CC(C)CN(C(=O)COC(=O)c1ccc(C#N)cc1)C1CCS(=O)(=O)C1 (configuration not stated)
 : -8%, -2%, 24, 0, 2%, -4%, 1%, 5%, 5
> C/C=C/c1cc(CN2CCN(c3ccc(OC)cc3)CC2)c(O)c(OC)c1
 : 9%, 1%, u, -2, -9%, -21%, -2%, -1%, -24
> COc1ccccc1CNC(=O)c1ccc(C)s1
 : 1%, 3%, -3, -5, -5%, -5%, 16%, 3%, 4
> CC1CN(S(=O)(=O)Cc2ccccc2)CC(C)O1 (configuration not stated)
 : 5%, 0%, -13, 26, 0%, 15%, 3%, 20%, -8
> C=CCN(CC=C)C(=S)NC(=O)c1ccc([N+](=O)[O-])cc1
 : -15%, u, -9, 5, 3.7µM*, u, -10%, -9%, -5
> O=C(/C=C/c1cccs1)NC1CCS(=O)(=O)C1 (configuration not stated)
 : 0%, 0%, 0, 6, 4%, 8%, 9%, 12%, 3
> CCc1cc2c(=O)n(-c3ccccc3)c(SCC(N)=O)nc2s1
 : -1%, 5%, -1, -8, -4%, -10%, 1%, -5%, 8
> COC(=O)C1C(O)=C(C(C)=Nc2cccc3ccccc23)C(=O)CC1(C)C (configuration not stated)
 : -4%, 0%, -18, 67, 5.8µM*, 10%, -5%, -9%, 1
> COc1ccc(Cl)cc1C=CC=NNC(=O)c1ccncc1
 : -3%, 3%, 1, -5, -7%, u, 13%, 12%, -13
> O=S(=O)(c1ccc(F)cc1)n1ccc(-c2cccc(OCc3ccc(Cl)cc3Cl)c2)n1
 : 1%, -7%, 9, 0, 6%, 0%, -12%, 4%, 1
> COc1ccc(C(C(=O)NCC2CCCO2)N(Cc2ccc(F)cc2)C(=O)CNC(=O)c2ccco2)cc1OC (configuration not stated)
 : 5%, 13%, -13, -3, -2%, 27%, 0%, -2%, 3
> Cc1nnsc1C(=O)NNC(=O)c1cccc2ccccc12
 : 3%, 2%, -9, -13, -3%, u, 10%, 20%, -4
> COc1cc(C(=O)N2CCN(c3ncnc4sc(C)c(C)c34)CC2)cc(OC)c1OC
 : 8%, u, 21, -19, 0%, u, u, u, 15
> O=C(CCN1C(=O)c2ccccc2C1=O)CN1CCOCC1
 : 0%, 13%, 2, 6, -9%, 3%, -3%, -1%, -4
> Cc1cc2c(cc1S(=O)(=O)Nc1cccc(C)c1C)n(C)c(=O)c(=O)n2C
 : 3%, u, -21, 0, -2%, 5%, 0%, 2%, -7
> Cc1cc(C)cc(NC(=S)NCCCO)c1
 : 0%, 3%, 0, 0, -2%, -1%, 3%, -1%, 2
> Cc1ccc(NC(=S)Nc2ccc(F)cc2)c(C)c1
 : 6%, -9%, 4, -59*, -1%, -25%, 6%, 6%, -1
> COc1cccc2cc(C(C)OC(=O)Nc3ccc(C)cc3)oc12 (configuration not stated)
 : 3%, 1%, -23, 3, 5%, -4%, -7%, -1%, -4

Screening results deposited in PubChem BioAssay by National Center for Advancing Translational Sciences (NCATS).
